TTR transcr act: activators of transthyretin transcription; activation, % at 16.7 µM; AID 1117267; 92,000 tested, 1.3% active; SH-SY5Y TTR promoter Gaussia luciferase, luminescence; 100% = recombinant luciferase protein wells;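 active = activation above the mean of all tested compounds plus 3 SD, cut at about 9.5% in these data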;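 also: cells exposed to compounds for one day before reading; 0% = median of all test compound wells on the plate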
* marks the source's active call; other numbers are inactive results; & = joins results of further samples. The list is partial; rates above refer to the full screens.

SMILES	TTR transcr act
O=C(COC(=O)Cc1ccc(S(=O)(=O)N2CCOCC2)s1)Nc1ccc(F)cc1F	-0.5
CCCC(=O)OC[C@H]1CN([C@H](C)c2ccccc2)S(=O)(=O)c2c(F)cccc2O1	-2.2
C[C@H]1COC(=O)[C@H](CC(=O)OC(C)(C)C)C/C=C\C[C@@H](CC(=O)N[C@H](CO)Cc2ccccc2)C(=O)N1	3.1
Nc1c(Cl)ncnc1Nc1ccc(C(=O)O)cc1	0.2
NC1=NC(=O)C(Cc2ccccc2)S1 (stereo not drawn)	-0.8
COc1ccc(C2CCCN2C(=S)Nc2cccc(C)c2C)cc1OC (stereo not drawn)	-0.2
Cn1c(SCc2nc3ccccc3s2)nnc1-c1ccc2c(c1)OCO2	-0.3
CC(C)Nc1ncnc2c1cnn2Cc1ccccc1Cl	1.3
CCOC(=O)c1cc(NC(=O)N(C)C2CCCCC2)c(C)nc1C	0.0
O=C(/C=C/c1cccs1)NCc1cccs1	0.2
Cc1ccc2nc(-c3ccc(Br)o3)oc(=O)c2c1	-2.0
Cn1c(=NC(=O)C2CCCCC2)sc2cc([N+](=O)[O-])ccc21	0.5
CC(C)CC1Nc2ncnc(N3CCN(c4ccccn4)CC3)c2N(Cc2ccc(Cl)cc2)C1=O (stereo not drawn)	-4.4
O=C(O)CC1=C(c2ccc(F)cc2)CCC1=O	-0.8
CCCCn1nc(C(=O)Oc2ccc3c(C)cc(=O)oc3c2)c2ccccc2c1=O	-2.8
Nc1cc(-c2cccc(F)c2)nn1S(=O)(=O)c1cccc2nsnc12	0.1
COC(=O)c1sc(NC(=S)NC(=O)c2cc(OC)c(OC)c(OC)c2)nc1C	0.6
O=C1COc2ccccc2C(c2nnnn2Cc2ccccc2)N1Cc1cccs1 (stereo not drawn)	0.9
Cc1nnc(SCCn2c(N3CCC(C)CC3)nc3c2c(=O)[nH]c(=O)n3C)s1	-0.5
O=[N+]([O-])c1ccccc1/C=C/c1ccc2ccccc2n1	-1.3

The last seven compounds of the part before open the next one.
SMILES	TTR transcr act
O=C(O)CC1=C(c2ccc(F)cc2)CCC1=O	-0.8
CCCCn1nc(C(=O)Oc2ccc3c(C)cc(=O)oc3c2)c2ccccc2c1=O	-2.8
Nc1cc(-c2cccc(F)c2)nn1S(=O)(=O)c1cccc2nsnc12	0.1
COC(=O)c1sc(NC(=S)NC(=O)c2cc(OC)c(OC)c(OC)c2)nc1C	0.6
O=C1COc2ccccc2C(c2nnnn2Cc2ccccc2)N1Cc1cccs1 (stereo not drawn)	0.9
Cc1nnc(SCCn2c(N3CCC(C)CC3)nc3c2c(=O)[nH]c(=O)n3C)s1	-0.5
O=[N+]([O-])c1ccccc1/C=C/c1ccc2ccccc2n1	-1.3
CCOC(=O)Nc1ccc2c(c1)Sc1ccccc1N2C(=O)CCN1CCOCC1	3.1
Nc1n[nH]c2cccc(Cl)c12	-0.2
COc1ccccc1/C=C\C(=O)NCC(=O)N/N=C/c1ccc(O)cc1O	-1.4
Cc1cc(O)c(N=Cc2cc3c(cc2[N+](=O)[O-])OCO3)cc1C	-0.1
CCCOc1ccc(-c2c(C(=O)N/N=C/c3ccc(C)cc3)nnn2-c2nonc2N)cc1	-0.6
O=C(CCS(=O)(=O)c1ccccc1)NC1CCCC1	-0.5
COc1ccc(-c2ccc(CN3C(CC(C)C)C(=O)N(Cc4cn(CC5CCCCC5)nn4)CCS3(=O)=O)cc2)cc1 (stereo not drawn)	-2.1
Nn1c(SCc2cccc(F)c2)nnc1-c1cccnc1	1.7
Nn1c(Nc2ccccc2)nc2ccccc2c1=O	-2.1
C#CCN(C[C@H]1[C@H](OC(=O)NCc2ccc(OC)c(OC)c2)[C@H](OC(=O)NCc2ccc(OC)c(OC)c2)C[C@H]2C(=O)N(c3ccccc3)C(=O)[C@@H]12)S(=O)(=O)c1ccc(C)cc1	1.2
CC(=O)NC(CC(=O)c1ccc([N+](=O)[O-])cc1)C(Cl)(Cl)Cl (stereo not drawn)	1.6
CN(CCc1ccccn1)C(=O)CC1C(=O)NCCN1Cc1ccccc1C(F)(F)F (stereo not drawn)	0.3
C[C@H]1CN([C@@H](C)CO)C(=O)c2cc(Br)cnc2O[C@@H]1CN(C)C(=O)Nc1ccc(C(F)(F)F)cc1	-1.2
Cc1cc(NC(=O)CSc2nnc3c(C)cc4ccccc4n23)no1	-0.3
CC(C)(CNC(=O)c1cc(-c2ccc(Cl)s2)nc2ccccc12)N1CCOCC1	0.1
O=C(COC(=O)/C=C/c1cccs1)NC(c1ccccc1)c1ccccc1	0.1
Cc1ccc(C)c(NC(=S)NCCc2c[nH]c3ccccc23)c1	-1.5
O=C(NNc1ccccn1)c1ccc(Cl)nc1	2.4
Cc1ccc(OCC(=O)N(C)Cc2ccccc2)c([N+](=O)[O-])n1	0.1
COc1ccc(Cl)c(Cn2c(NCCCN(C)C)nc3c2c(=O)n(C)c(=O)n3C)c1	-2.7

In another format: entries from further up.
TTR transcr act,Structure
-0.1,Cc1cc(O)c(N=Cc2cc3c(cc2[N+](=O)[O-])OCO3)cc1C
-0.6,CCCOc1ccc(-c2c(C(=O)N/N=C/c3ccc(C)cc3)nnn2-c2nonc2N)cc1
-0.5,O=C(CCS(=O)(=O)c1ccccc1)NC1CCCC1

(list continues)
SMILES	TTR transcr act
COc1cc([N+](=O)[O-])cc(/C=N/N(CCC#N)C(C)=O)c1O	0.1
CCN(CC)S(=O)(=O)c1ccc2c(c1)nc(SCC(N)=O)n2-c1ccc(OC)cc1	8.3
C=C(C)CSc1nnc(CCCCCNC(=O)OC(C)(C)C)o1	0.4
CCCCOc1ccc(C(=O)NCC(=O)NC2CCCCC2)cc1	1.0
COc1ccc(OC(F)(F)F)cc1CC1(C)C(=O)Nc2ccc(S(=O)(=O)NC3CCCCC3)cc21 (stereo not drawn)	-0.8
O=C(NCCOc1ccccc1)c1ccccc1NC(=O)C1CCCO1 (stereo not drawn)	1.9
CC(C)(C)C(=O)COC(=O)c1cc2ccccc2cc1O	-2.0
O=C(c1cc(F)ccc1F)C1CCCN(C(=O)c2ccc3nccnc3c2)C1 (stereo not drawn)	-2.0
CCN(CC)c1ccc(/C=N/NC(=O)C2CC2)cc1	-0.5
O=C(CN1C(=O)C2(OCCCO2)c2ccccc21)NCc1ccccc1	0.5
O=C(Nc1ccn(CCCNCC(c2ccccc2)c2ccccc2)c(=O)n1)OCc1ccccc1	-0.2
O=C1CSC(c2cccc([N+](=O)[O-])c2)N1c1ccc(O)cc1 (stereo not drawn)	-4.5
Cc1cc(=O)[nH]c(Nc2ccc(C(=O)OC(C)C)cc2)n1	-2.7
Cc1ccsc1C(=O)OC(C)C(=O)Nc1ccc(Cl)cn1 (stereo not drawn)	-0.2
CCSc1c([N+](=O)[O-])c(=O)n(-c2ccccc2)c2ccccc12	1.7
CCOC(=O)CCCNC(=O)COC(=O)c1ccc(O)cc1	-0.1
O=C(Nc1ccc(F)cc1)c1sc(Cl)nc1-c1ccccc1	0.3
COc1ccc(/C=C/C(=O)NC2CCCCCCC2)cc1S(=O)(=O)N1CCOCC1	0.7
COc1cc(C(=O)NCC(=O)N/N=C/c2cccc(OC(=O)c3ccco3)c2)cc(OC)c1OC	-0.8
Cc1cc(/C=C2/NC(=O)N(c3ccccc3)C2=O)c(C)n1C(C)C	0.6
CC(C)(O)C#Cc1ncc(C(F)(F)F)cc1Cl	2.6
COc1ccc(CCNC(=O)CSCc2n[nH]c(=O)[nH]2)cc1OC	0.5
CCS(=O)(=O)c1nc(S(=O)(=O)c2ccc(Cl)cc2)c(N2CCc3ccccc3C2)s1	1.1
O=C(Cc1ccc(S(=O)(=O)N2CCCC2)s1)N1CCN(c2ccc(F)cc2)CC1	-0.3
C/C(=N\NC(=S)NCc1ccccc1)c1ccco1	0.7
CC(C)NC(=O)c1ccc(CN2CCC(Cc3ccccc3)CC2)cc1	5.9
Cc1nnc2c(N3CCN(CCO)CC3)nc3ccccc3n12	1.0
COCC1CCN(C(=O)c2ccc(OC3CCN(Cc4ccccn4)CC3)cc2)C1 (stereo not drawn)	-0.6
Cc1cc(C)nc(NC2=NCC(=O)N2c2cccc(Cl)c2)n1	5.3
CSc1ccc(C(=O)C2CCCN(C(=O)Cn3cnnn3)C2)cc1 (stereo not drawn)	1.6
Cc1ccc(CCNC(=O)C2CCCN(S(=O)(=O)c3c(C)nn(C)c3C)C2)cc1 (stereo not drawn)	-1.7
C[C@@H]1CN([C@@H](C)CO)C(=O)CCCn2cc(nn2)CO[C@H]1CN(C)C(=O)c1ccc2ccn(C)c2c1	0.7
Nc1ncnc2c1ncn2[C@@H]1O[C@H](C(=O)N2CCSC2)[C@@H](O)[C@H]1O	2.9
CCn1cc(/C=N\NC(=O)c2ccc(F)cc2)cn1	-0.3
CC(=O)c1c(C)nn(-c2ccccc2)c1C	0.6
COc1ccc(C2CCc3cc4c(cc3C2=NOC(C)=O)OCO4)cc1OC (stereo not drawn)	-0.5
COc1ccc(/C=C2\CCC(C3CCCC3)C2=O)cc1Cn1nc(C)cc1C (stereo not drawn)	1.6
COc1cc2c(cc1OC)CN(C(=O)c1ccc3[nH]c(C)c(C)c3c1)CC2	1.9
O=C(c1ccc([N+](=O)[O-])cc1[N+](=O)[O-])N1CCc2ccccc21	-1.1
COc1ccc(OCC(=O)Nc2ccc3c(c2)OCO3)cc1	2.6

Two of these compounds, reformatted:
TTR transcr act,SMILES
5.9,CC(C)NC(=O)c1ccc(CN2CCC(Cc3ccccc3)CC2)cc1
1.0,Cc1nnc2c(N3CCN(CCO)CC3)nc3ccccc3n12

(further entries)
SMILES	TTR transcr act
CC1CN(c2ccnc3cc(Cl)ccc23)CCN1C(=O)c1ccc(Cl)cc1 (stereo not drawn)	-2.3
COc1cccc(NC(=S)Nc2ccc(Br)cc2Cl)c1	-0.6
O=S1(=O)CC(N2CC=CC2)CN1Cc1ccc(F)cc1 (stereo not drawn)	-0.3
CCCn1c(=O)c2c(nc3n2CC(C)CN3Cc2ccccc2)n(C)c1=O (stereo not drawn)	-2.3
COc1ccc(C(O)(CCC(C)C)C(CN2CCOCC2)c2ccc(Cl)cc2)cc1 (stereo not drawn)	-3.2
Cc1cccc(C(=O)OCC(=O)Nc2nccs2)c1	-1.0
c1ccc(Cn2ncc3c(N4CCN(C(c5ccccc5)c5ccccc5)CC4)ncnc32)cc1	-2.3
COc1cccc(NC(=S)NCc2ccncc2)c1	1.1
O=C(CNc1cccc2ccccc12)N/N=C/c1ccc([N+](=O)[O-])cc1	0.2
Cc1cccc(C)c1NC(=O)CS(=O)CC(=O)Nc1ccc(F)cc1F (stereo not drawn)	1.5
CC(=O)Nc1cc[n+](C(C)C(=O)c2ccc(Br)cc2)cc1 (stereo not drawn)	-0.6
COc1cc(OC)c(N2CC(C(=O)Nc3cc(Cl)ccc3N3CCOCC3)CC2=O)cc1Cl (stereo not drawn)	6.0
CC(C)c1ccc(NC(=O)C2CC2c2ccccc2)cc1 (stereo not drawn)	2.6
CCCN1CCN(C(=O)c2ccc(F)c(S(=O)(=O)N3CCOCC3)c2)CC1	1.2
CC(=O)NCCc1nc2ccccc2n1Cc1ccc(C)cc1	0.8
O=C(C1CCC(CNc2c(N3CCCCC3)c(=O)c2=O)CC1)N1CCN(c2ccccn2)CC1 (stereo not drawn)	-1.4
O=C(O)CC1S/C(=N/N=C/C=C/c2ccccc2)NC1=O (stereo not drawn)	2.5&0.4
O=C(CCNC(=O)c1ccccc1)N/N=C/c1ccc([N+](=O)[O-])cc1	3.5
C[C@@H]1CN([C@H](C)CO)S(=O)(=O)c2ccc(Br)cc2O[C@H]1CN(C)C(=O)C1CCCCC1	-1.5
COc1ccc(C(=O)Cn2nnc(-c3ccccc3NC(=O)C3CCCCC3)n2)cc1	-2.0
Cc1ccc(C)c(N(CC(=O)NC2CCCC2)C(=O)c2oc(C(C)(C)C)cc2C)c1	0.5
COc1cccc(C(=O)NNC(=O)Cc2csc(N)n2)c1	-0.8
COC(=O)[C@]12C[C@H](CC(=O)N3CCOCC3)C(=O)N(Cc3ccc(Cl)cc3Cl)C1=C[C@H](C(C)C)O[C@@H]2C1CC1	-1.4
Cc1cn(Cc2ccccc2Cn2cc(C)c(=O)[nH]c2=O)c(=O)[nH]c1=O	6.3
CCOC(=O)C1(Cc2ccccc2)C(=O)N(CCCN(C)C)c2ccccc21 (stereo not drawn)	1.8
Cn1c2ccccc2c2cc(/C=N/NC(=O)c3ccc(N)cc3)ccc21	-1.9
Cn1c(SCc2ccc(F)cc2)nnc1-c1cnccn1	-0.5
O=C1CN(C(=O)CSc2nc3cc(Cl)ccc3c(=O)n2Cc2ccccc2)c2ccccc2N1	5.2
CS(=O)(=O)N1CCN(c2c(Cl)cccc2[N+](=O)[O-])CC1	-0.5
C/C(O)=C(/C=NCC(=O)O)C(=O)Nc1nccs1	-1.3
CC(=O)COc1ccc2c3c(c(=O)oc2c1)CCCC3	0.1
COc1cccc(C(=O)Nc2cc(C)c3c(=O)oc4ccccc4c3n2)c1	8.2
COc1ccccc1NC(=S)N(Cc1cccnc1)Cc1ccccc1Cl	1.1
CCCn1c(SCC(=O)Nc2ccc(C)c(S(=O)(=O)N3CCOCC3)c2)n[nH]c1=O	0.3
Cc1ccc(S(=O)(=O)NCC(=O)OCC(=O)c2cc(C)n(-c3ccccc3)c2C)cc1	3.8
Cc1cc(-c2nnc(CCC(=O)NCCc3ccccc3F)o2)no1	-0.2
Cc1ccc(CNC(=O)Cn2cccc2C(=O)c2ccccc2C)cc1	-2.6
COc1ccc2c(c1OC)OCC2C (stereo not drawn)	1.4
CCN(c1ccc(NC(=O)CSCc2c(C)noc2C)cc1)C(C)C	1.1
O=C(O)C1CCN(S(=O)(=O)N2CCOCC2)CC1	1.4
Cn1c(=O)cc(SCC(=O)N2CCCC2)c2ccc(Cl)cc21	0.4
CCOC(=O)c1ccc(NS(C)(=O)=O)cc1	-0.3
O=C1c2cccc3cccc(c23)C(=O)N1CCN1CCN(CC(O)COc2ccc3ccccc3c2)CC1 (stereo not drawn)	-3.1

Two neighbouring records from above, for reference:
SMILES	TTR transcr act
CCOC(=O)c1ccc(NS(C)(=O)=O)cc1	-0.3
O=C1c2cccc3cccc(c23)C(=O)N1CCN1CCN(CC(O)COc2ccc3ccccc3c2)CC1 (stereo not drawn)	-3.1
